From PubChem BioAssay
All columns: NCI-60 one-dose screen, growth in % after 48 h at 10 µM unless noted; 100 = growth as untreated, 0 = no growth, -100 = all killed.
ACHN: ACHN renal cancer | actives 4.9% (n = 81,000) | AID 1794771
OVCAR-8: OVCAR-8 ovarian cancer; actives 4.4% (n = 81,000)
A498: A498 renal cancer cells | actives 5.4% (n = 76,000) | AID 1794774
OVCAR-5: OVCAR-5 ovarian cancer; actives 2.9% (n = 82,000)
RXF 393: RXF 393 renal cancer cells. AID 1794773. actives 6.9% (n = 77,000)
OVCAR-3: OVCAR-3 ovarian cancer; actives 7% (n = 79,000)
TK-10: TK-10 renal cancer cells. actives 3.9% (n = 81,000)
CAKI-1: CAKI-1 renal cancer | actives 4.7% (n = 75,000)
* hit, by the source's call; nt = no result given; & = joins results of further samples. The calls were made as follows: active = growth percent below 10; inactive = the rest. Some of the compounds tested; count on the stated rates, not on these rows.

#	smiles	ACHN	OVCAR-8	A498	OVCAR-5	RXF 393	OVCAR-3	TK-10	CAKI-1
1	COC(=O)c1ccc(CSc2ccccc2NC(=S)Nc2cccc(SC)c2)o1	102	99	116	102	102	94	116	87
2	Nc1ccc(SSc2ccc(N)cc2)cc1	93	88	103	101	108	114	111	99
3	O=C(Nc1ccncc1)C(=O)c1cn(S(=O)(=O)c2ccc(C(F)(F)F)cc2)c2ccccc12	79	92	54	96	123	107	104	61
4	C/C(=N\N=C\c1ccc(O)cc1)c1nnn(-c2ccc([N+](=O)[O-])cc2)c1C	87	100	93	96	108	nt	112	69
5	CCOC(=O)c1c(O)cc(C)[nH]c1=O	111	102	110	101	93	103	103	103
6	CC(=O)c1ccc(OC(=O)Oc2ccc(C(C)=O)cc2)cc1	107	103	100	107	114	109	117	103
7	CCCCOCCOCCOC(=O)c1ccccc1OCC	105	103	80	106	105	111	96	101
8	COc1ccc2cc(C(C)c3nnc(N)s3)ccc2c1 (stereo not drawn)	98	101	104	115	98	107	106	105
9	CCOC(=O)C1=C(C(=O)c2cccc3ccccc23)C(c2ccccc2[N+](=O)[O-])C(C(=O)c2cccc3ccccc23)=C(C(=O)OCC)N1	93	93	142	102	106	87	146	75
10	C=C(C)C1CCC2(C(=O)O)CCC3(C)C(CCC4C5(C)CCC(OC(=O)NCc6ccccc6)C(C)(C)C5CCC43C)C12 (stereo not drawn)	30	46	56	76	60	19	59	16
11	COc1ccccc1NC(=O)C(/C=N/C(N)=S)=C(\C)O	98	106	101	95	114	112	123	98
12	CCc1onc(-c2noc(CC)c2C)c1C	109	105	119	113	133	109	109	92
13	O=C(O)CCC(=O)c1ccc(C2CCCCCC2)cc1	97	102	89	105	115	105	99	97
14	CN1CCCCC1CCN1c2ccccc2Sc2ccc(S(C)=O)cc21 (stereo not drawn)	96	109	60	97	95	95	95	85
15	COc1ccc(O)c(/C(=C/C(=O)O)c2nc3ccccc3[nH]2)c1	76	79	29	109	70	89	111	nt
16	FC(F)(F)c1cccc(/C=C/c2nn3c(-c4ccco4)nnc3s2)c1	103	93	86	107	109	123	136	96
17	c1ccc2c(NCCc3c[nH]c4ccccc34)c3ccccc3nc2c1	69	66	85	86	57	76	87	68
18	O=C(CN1C(=O)NC(c2ccccc2)(c2ccccc2)C1=O)c1ccc(F)cc1	103	104	45	105	108	106	102	87
19	Clc1cccc(Cn2cc(CSc3nc4ccccc4s3)nn2)c1	103	98	75	96	96	98	92	84
20	CC[C@H](CO)Nc1nc(NCc2ccccc2)n2ncc(C(C)C)c2n1	4.3*	29	-21*	22	-14*	5.9*	16	9.6*
21	Cc1ccc(Nc2ccc(Nc3c(Br)cc(C)cc3Br)c3c2C(=O)c2ccccc2C3=O)c(Br)c1	104	95	84	104	97	100	117	88
22	O=c1[nH]c(-c2ccccn2)nc2sc3c(c12)CCCCC3	36	36	59	72	70	40	50	39
23	COC1=CC(=O)OC(/C=C/c2ccccc2)(OC)C1=O (stereo not drawn)	103	106	112	nt	99	104	110	102
24	COc1ccc(Nc2[nH]n(C3=Nc4ccccc4Sc4ccccc43)c(=O)c2C#N)cc1	40	40	nt	102	59	52	66	nt
25	Cc1ccc(-c2c(-[n+]3noc(=O)[nH]3)no[n+]2[O-])cc1	111	105	nt	103	106	108	135	83
26	Cc1cccc(C)c1NC(=O)n1c(=O)cc(C)c2ccc(O)cc21	112	105	114	101	109	101	106	93
27	O=C(Nc1ccc2oc(=O)ccc2c1)Nc1ccc(Cl)cc1Cl	95	107	111	98	95	101	104	107
28	NC(=O)SCC(=O)Nc1cccc([N+](=O)[O-])c1	114	112	94	nt	101	112	102	106
29	COC1=C[C@@]23CCCN2CCc2cc4c(cc2[C@H]3[C@H]1OC(=O)C(C)(C)O)OCO4	103	100	92	111	106	101	90	94
30	CC12CCC(O1)C1C(=O)OC(=O)C12 (stereo not drawn)	104	101	102	101	115	101	100	69
31	COc1cc2cc(Oc3ccc(NC(=O)c4cccc(C(F)(F)F)c4)cc3)c(C)nc2cc1OCCN1CCCCC1	80	63	79	99	-16*	nt	143	57
32	O=C1CC(c2nc3ccccc3[nH]2)CN1C1CCCCC1 (stereo not drawn)	106	95	80	108	111	110	100	94
33	CC(C)c1ccc(Cc2ccc(O)cc2)cc1	105	112	74	101	100	106	101	100
34	CCCCOC1CCS(=O)(=O)C1 (stereo not drawn)	102	106	105	96	104	115	97	94
35	C#CCOc1ccc(-c2noc(-c3nnn(-c4cccc(/C(C)=N/O)c4)c3N)n2)cc1	99	73	100	113	91	106	102	86
36	CC(C)(C)C(=O)CC(=O)c1cccnc1	109	96	90	124	108	115	97	95
37	CCOC(=O)C1CCC(C(=O)OCC)N1c1ccc(C=O)cc1 (stereo not drawn)	96	103	91	101	103	104	106	103
38	CSc1nc(=O)n(-c2ccc3c(c2)OCCO3)c(=O)n1Cc1ccc(C(C)(C)C)cc1	106	89	115	99	88	93	109	94
39	COc1cc2nccc(Oc3ccc(NC(=O)C4(C(=O)Nc5ccc(F)cc5)CC4)cc3)c2cc1Oc1ccc(N)cn1	19	47	-21*	40	11	50	36	44
40	NC(Cc1c[nH]c2ccc(OCc3ccccc3)cc12)C(=O)O (stereo not drawn)	104	106	115	108	117	104	nt	89
41	COc1ccc2sc3c(NCCCO)nc4ccccc4c3c(=O)c2c1	94	99	52	101	105	122	104	94
42	COc1cc(-c2nc(SC(C)C)nc(NC(C)(C)C)c2C#N)cc(OC)c1OC	67	76	84	98	96	82	118	64
43	Cc1cc(C)c2c(-c3cc(-c4ccc(N(C)C)cc4)c(C#N)c(N)n3)cc(C(=O)c3ccc(Br)cc3)n2c1	95	102	129	114	nt	108	130	88
44	CN(C)S(=O)(=O)n1cnc([C@H]2c3c(ncn3Cc3ccccc3)C[C@H]3COC(=O)[C@H]32)c1	101	108	nt	74	99	113	114	91
45	C/C(CCC(=O)O)=N/Nc1ccc(S(=O)(=O)O)cc1	101	102	134	102	112	112	115	88
46	Nc1c(C(=O)c2ccc(Cl)cc2)sc2nc(-c3cnccn3)cc(-c3cccs3)c12	99	101	112	104	118	108	154	84
47	N#Cc1c[nH]c(=O)[nH]c1=O	92	109	105	94	103	105	90	62
48	Cc1ccc(S(=O)(=O)N(CCCc2c(C)nc[nH]c2=O)c2ccccc2)cc1	112&96	100&103	86&124	113&102	99&115	106&107	109&107	91&105
49	N#Cc1ccc(C(=O)C[n+]2cn(CC(=O)Nc3cccc4cccnc34)c3ccccc32)cc1	99	103	101	98	95	102	120	93
50	Cc1cc(=O)n2cn[nH]c2n1	149	93	132	104	82	107	131	105

New compounds follow:
#	smiles	ACHN	OVCAR-8	A498	OVCAR-5	RXF 393	OVCAR-3	TK-10	CAKI-1
51	NCCCNc1nc2sc3c(c2c(=O)[nH]1)CCCC3	91	92	97	96	106	98	94	nt
52	c1ccc2c(-c3c4ccsc4cc4[nH]c5ccccc5c34)c[nH]c2c1	43	57	nt	75	32	14	76	35
53	Cn1cnc2ncnc(Oc3ccc(Br)cc3)c21	104	103	89	104	119	107	108	87
54	COc1c(C(=O)/C=C/c2ccc(C)o2)c(O)cc2occc12	98	85	67	107	62	48	100	74
55	CC(C)c1ccc(O)c(=O)cc1	67	63	109	82	90	89	65	55
56	CC(=O)Nc1c(Cl)cc(Cl)cc1Cl	109	101	124	107	115	113	105	83
57	COc1cc2oc(-c3ccc(NC(=O)c4ccc5c(c4)OCO5)cc3)cc(=O)c2c(O)c1OC	102	92	116	107	93	114	97	105
58	N#Cc1nc(-c2ccc(Cl)cc2)cc(-c2ccc(Nc3nc(N4CCCCC4)nc(N4CCCCC4)n3)cc2)c1N	97	97	110	113	115	105	120	84
59	O=C(Nc1ccc(Cl)cc1)Nc1nc2ccc(OC(F)(F)F)cc2o1	89	85	119	96	79	74	93	93
60	CCCCC1=CC(=O)CCC1	100	102	97	109	133	112	110	99
61	Nc1nnc(CS(=O)(=O)Cc2ccccc2)s1	109	106	147	109	182	115	103	93
62	Cc1csc(NC(c2ccccc2C)c2c(C)nc3ccccn23)n1 (stereo not drawn)	99	89	70	100	111	107	113	94
63	Cc1ccn2c(C(=O)NCc3ccc(OCc4cn(Cc5ccccc5)nn4)cc3)c(C)nc2c1	86	101	75	109	91	96	118	89
64	Cc1c(C(=O)NC(Cc2ccccc2)C(O)C(N)=O)[nH]c2ccccc2c1=O (stereo not drawn)	102	106	80	99	102	109	92	92
65	COC1=C[C@]23CCCN2CCc2cc4c(cc2[C@@H]3[C@@H]1OC(=O)[C@H](C)O)OCO4	88	98	99	99	107	94	109	94
66	CC[N+](C)(CC)CCCC(C)Nc1ccnc2cc(Cl)ccc12 (stereo not drawn)	114	100	100	119	125	101	124	102
67	CN(C)CC(N)C(=O)O (stereo not drawn)	108	108	111	106	110	108	108	92
68	Cn1c(SCC(=O)NNc2ncnc3ccccc23)nc(-c2ccc(Cl)cc2)c(C#N)c1=O	98	105	nt	107	115	112	188	88
69	O=[N+]([O-])c1ccc(-c2cs/c(=N/N=C\c3ccc(Br)cc3)n2/N=C/c2ccc(Br)cc2)cc1	108	98	108	108	107	107	102	110
70	O=C(NC(C(=O)O)c1ccccc1)c1cccc(NCc2ccc(-c3noc(=O)[nH]3)cc2)c1 (stereo not drawn)	98	101	nt	98	114	115	97	89
71	CCOC(=O)c1cc(C(=O)c2cc(OC)c(OC)c(OC)c2)n2ccccc12	58	33	-1.3*	72	-0.4*	-5.6*	49	39
72	Nc1cc(-c2ccccc2)ccc1O	104	63	93	104	30	nt	127	nt
73	Nc1sc2c(c1-c1nnc(-c3ccc(Cl)cc3)o1)CCCC2	102	93	96	110	107	101	125	nt
74	CCNCCNc1cc(C2CCCCC2)c(C#N)c2nc3ccccc3n12	-52*	26	-25*	18	-81*	-68*	27	25
75	Cc1c(-c2csc(N/N=C/c3ccco3)n2)nnn1-c1ccc([N+](=O)[O-])cc1	98	96	119	96	118	112	92	94

Exported with each value named: part of the list above.
57. COc1cc2oc(-c3ccc(NC(=O)c4ccc5c(c4)OCO5)cc3)cc(=O)c2c(O)c1OC
  ACHN = 102
  OVCAR-8 = 92
  A498 = 116
  OVCAR-5 = 107
  RXF 393 = 93
  OVCAR-3 = 114
  TK-10 = 97
  CAKI-1 = 105

58. N#Cc1nc(-c2ccc(Cl)cc2)cc(-c2ccc(Nc3nc(N4CCCCC4)nc(N4CCCCC4)n3)cc2)c1N
  ACHN = 97
  OVCAR-8 = 97
  A498 = 110
  OVCAR-5 = 113
  RXF 393 = 115
  OVCAR-3 = 105
  TK-10 = 120
  CAKI-1 = 84

59. O=C(Nc1ccc(Cl)cc1)Nc1nc2ccc(OC(F)(F)F)cc2o1
  ACHN = 89
  OVCAR-8 = 85
  A498 = 119
  OVCAR-5 = 96
  RXF 393 = 79
  OVCAR-3 = 74
  TK-10 = 93
  CAKI-1 = 93

60. CCCCC1=CC(=O)CCC1
  ACHN = 100
  OVCAR-8 = 102
  A498 = 97
  OVCAR-5 = 109
  RXF 393 = 133
  OVCAR-3 = 112
  TK-10 = 110
  CAKI-1 = 99

Later entries
#	smiles	ACHN	OVCAR-8	A498	OVCAR-5	RXF 393	OVCAR-3	TK-10	CAKI-1
76	Nc1onc(CCCO)c1-c1nc2ccccc2c(=O)[nH]1	108	109	110	116	154	105	95	78
77	CCCC(CC)(C(=O)Nc1ccc2nc(C)cc(N)c2c1)C(=O)Nc1ccc2nc(C)cc(N)c2c1	105	103	104	85	117	108	96	92
78	O=Cc1ccc(C(=O)O)cc1	103	108	85	99	103	121	106	99
79	N#CC(=S)Nc1ccc(Cl)c(Cl)c1	0.0*	10	-12*	11	13	7.4*	18	-6.8*
80	COc1ccc(/C(C)=N\NC(=O)c2cc3ccccc3oc2=N)cc1	108	111	98	109	nt	114	93	105
81	Cc1cccc(OCC2CO2)c1 (stereo not drawn)	101	97	106	84	91	113	94	67
